Bioassay records deposited in PubChem BioAssay by Sanford-Burnham Center for Chemical Genomics.
TAG inh: inhibitors of triacylglycerol accumulation; H9c2 cells, Nile Red lipid (TAG) fluorescence; cells loaded with 200 µM oleic acid; inhibition, % at 12.5 µM; 230,000 compounds, 0.66% hits; AID 651582;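 active = pattern-corrected inhibition of lipid staining of at least 50% with the nuclear-stain viability signal not falling by more than 50%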;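 note: 0% = DMSO wells and 100% = triacsin C control wells; some results filed as inactive read as strong as hits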
TAG inh DAPI viability: also measured in TAG inh; calls as there; DAPI nuclei signal change (viability), lower = more cytotoxic, %;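 whole-well DAPI fluorescence read on a plate reader as a viability signal; minus 50 percent equals half of cells still viable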
The depositor's hits bear a star. A portion of the library; count on the stated rates, not on these rows.

SMILES	TAG inh	TAG inh DAPI viability
COc1ccc(S(=O)(=O)NCc2ccncc2)cc1NC(=O)c1ccccc1C	-8	-6
CCOc1ccccc1OCCCCN1CCCC1	-2	-4
COc1cc(NC(=O)c2cc(C)nc3ccccc23)cc(OC)c1OC	12	-1
COc1ccccc1NC(=O)/C(=C\c1cccs1)NC(=O)c1ccco1	8	-9
COc1cc(NC(=O)CN2C(=O)c3ccccc3Sc3ccc(C(=O)N4CCOCC4)cc32)cc(OC)c1OC	-4	-6
CCC(=O)Nc1nnc(SCCOC)s1	-2	3
CC(=O)Nc1ccc(-c2ccnc3c2CC(C(=O)Nc2ccc(C(C)C)cc2)O3)cc1 (stereo not given)	-11	-10
O=C(CS(=O)(=O)Cc1ccccc1)N1CCN(c2ccccc2F)CC1	-3	-2
CCN(Cc1ccncc1)C(=O)c1ccc2c(c1)S(=O)(=O)c1ccccc1C2=O	12	-20
C/C(=N\NC(=S)NCc1ccccc1)c1cccs1	-12	1
O=S(=O)(c1ccc(NCCc2c[nH]c3ccccc23)nc1)N1CCOCC1	-3	-11
Nc1cc(S(=O)(=O)Nc2ccc(Br)cc2)ccc1Cl	-5	17
Cc1ccc(S(=O)(=O)N(C)c2ccc3ccccc3c2)cc1	-22	-5
O=C(N/N=C/c1ccccc1O)C1CCCC1	-5	-5
CC(C)CC(NC(N)=O)C(=O)OCC(=O)N(Cc1ccccc1)Cc1ccccc1 (stereo not given)	7	-9
Cc1c(N2C(=O)CSC2c2ccc([N+](=O)[O-])cc2)c(=O)n(-c2ccccc2)n1C (stereo not given)	-5	-5
O=C(O)C1=C[C@H](c2ccc(C(F)(F)F)cc2)C[C@H](OCCCCO)O1	-2	5
CCOc1cccc(-c2nnc(SCC(=O)Nc3cc(OC)cc(OC)c3)n2N)c1	4	-4
COc1cc(/C=N/NC(=O)C(C)n2nnc3ccccc32)ccc1O (stereo not given)	-6	0
COc1ccc(N2CC(C(=O)Nc3nnc(SCC(=O)NCC4CCCO4)s3)CC2=O)cc1 (stereo not given)	-8	3
Cc1ccc(NC(=O)c2c(C)noc2-c2snnc2C)cc1	8	-1
COc1ccccc1C(C[N+](=O)[O-])c1c[nH]c2ccccc12 (stereo not given)	9	-11
Cc1ccnc(NC(=O)CCC(=O)N(CC(=O)NC(C)(C)C)C2CCCC2)c1	6	7
CSCCCNC(=S)N1CCc2ccccc2C1	3	11
O=C(O)CC(=O)Nc1ccc(Oc2ccc(C(F)(F)F)cn2)c(Cl)c1	16	-6
SMILES	TAG inh	TAG inh DAPI viability
COc1ccc(/C=N/NC(=O)c2cc(-c3ccccc3OC)nc3ccccc23)cc1COC(C)=O	1	-1
CC(=O)c1ccccc1NS(=O)(=O)c1ccc2c(c1)CC(=O)N2	7	0
O=C(Nc1cccc(-c2cn3c(n2)SCC3)c1)c1ccc2ccccc2n1	-12	2
COc1cccc(-n2c(SCc3ccccn3)nc3c(c2=O)SCC3)c1	13	-4
Cc1ccccc1-n1c(SC/C(O)=C(\C#N)c2nc3ccccc3[nH]2)nnc1-c1ccncc1	11	3
Cc1cc(C)n(CC(=O)NNC(=O)CCNC(=O)c2ccccc2Cl)n1	-12	5
CCn1c2ccccc2c2cc(Nc3cc(C)nc4ncnn34)ccc21	36	-23
Cc1ccc(S(=O)(=O)N2C[C@H]3C(=O)C[C@@H](c4ccc(Cl)cc4)N(S(=O)(=O)c4ccccc4C)[C@H]3C[C@H]2c2ccccc2)cc1	26	-11
O=C(CN(c1ccc(F)cc1)S(=O)(=O)c1ccc2c(c1)OCCO2)NCc1ccncc1	-13	0
O=C(c1cccc(S(=O)(=O)N2CCCc3ccccc32)c1)N1CCN(c2ccccc2)CC1	-7	-3
COc1ccc(CC(=O)Nc2c3c(nn2C(C)(C)C)CS(=O)(=O)C3)cc1	14	0
CCC1(CC)NC(=O)N(CC(=O)OCC(=O)Nc2cc(OC)ccc2OC)C1=O	-13	4
COC(=O)c1cnn(-c2ccccc2)c1/C=N/NC(=S)Nc1ccc(Cl)cc1	10	-4
O=C(NN=C1CCN(Cc2ccccc2)CC1)c1ccccc1	12	-4
O=C1C2C3C=CC(C4CC34)C2C(=O)N1c1cc(Cl)ccn1 (stereo not given)	-6	4
CCc1nnc(NC(=O)c2cccc(S(=O)(=O)N3CC(c4ccccc4)CC3=O)c2)s1 (stereo not given)	17	-7
COc1cccc(NC(=O)CCCn2c(=O)[nH]c3ccccc3c2=O)c1	18	-6
CC1(Oc2ccccc2-c2ccno2)CCN(Cc2csc3ccccc23)C1 (stereo not given)	-14	15
COc1ccc(C2SCC(=O)N2c2ccc(C)cc2)cc1 (stereo not given)	-1	6
O=C(CCN1C(=O)NC2(CCCC2)C1=O)Nc1ccc(-c2nc3ccccc3s2)cc1	2	37
O=C(Nc1ccc2oc(-c3ccncc3)nc2c1)c1ccccc1F	16	13
O=C(CCN1C(=O)/C(=C/c2ccccc2Cl)SC1=S)N1CCOCC1	24	-14
c1ccc(-c2ccnc3ncnn23)nc1	-10	5
Cc1cc(NC(=O)NC(=O)c2ccccc2NC(=O)CN(C)C)ccc1Oc1ncc(Br)cn1	0	-6
COc1ccc(C(=O)CN2CCN(c3ccc(F)cc3)CC2)cc1OC	4	7

5 compounds out of the list, sorted by heavy-atom count, rising:
SMILES	TAG inh	TAG inh DAPI viability
O=C(N/N=C/c1ccccc1O)C1CCCC1	-5	-5
CCOc1ccccc1OCCCCN1CCCC1	-2	-4
O=C(NN=C1CCN(Cc2ccccc2)CC1)c1ccccc1	12	-4
CCOc1cccc(-c2nnc(SCC(=O)Nc3cc(OC)cc(OC)c3)n2N)c1	4	-4
Cc1cc(NC(=O)NC(=O)c2ccccc2NC(=O)CN(C)C)ccc1Oc1ncc(Br)cn1	0	-6

Following part
SMILES	TAG inh	TAG inh DAPI viability
CN1CCC(=NNC(=O)C(=O)Nc2ccccc2F)CC1	-3	1
COc1ccc(/C(O)=C2/C(=O)C(=O)N(c3ncccn3)C2c2ccc(OC)cc2)cc1 (stereo not given)	-5	0
CN1C(=O)C(C)(C)c2cc(S(=O)(=O)N3CCCC(C(=O)NCc4ccc(Cl)cc4)C3)ccc21 (stereo not given)	-16	-2
CN(C(=O)CSc1nc2ccccc2c(=O)n1-c1ccc(F)cc1F)C1CCS(=O)(=O)C1 (stereo not given)	-14	-8
COc1ccc(-c2nnc3sc(C4CCCCC4)nn23)cc1OC	-12	2
CC(C)N1CCN(Cc2ccncc2)CC1CCO (stereo not given)	-9	2
CC1(OC(=O)C2CCCC2)C(=O)C=C2C=C(c3ccc(C#N)cc3)OC=C2C1=O (stereo not given)	4	-1
O=C(CSc1ccc(-c2ccccc2)nn1)NC1CCCCC1	13	1
CSc1sc(C(=O)O)c2c1C(=O)CC(C)(C)C2	-6	-1
O=C(COc1ccccc1)Nc1cccc(-c2cn3cccnc3n2)c1	10	40
CC(C)=CC(=O)Nc1cccc(S(=O)(=O)NC2=NCCCCC2)c1	-7	6
O=C(c1ccccc1)c1nn(-c2ccc(Cl)cc2)cc1C(=O)c1cc2ccccc2oc1=O	40	-8
O=c1[nH]c(CN2CCOCC2)nc2scc(-c3ccccc3)c12	-1	3
Cc1ccc(CN(Cc2ccco2)C(=S)Nc2ccccc2C)cc1	7	-13
CCCCCC(=O)N1C[C@@H](O)[C@H](n2cc(C3CC3)nn2)C[C@@H]1c1ccccc1	3	1
COc1cccc(CCC2C(=O)CCCC2=O)c1	-5	6
CCC(C)NC(=O)CCc1c(C)nc2nc(-c3cc(OC)cc(OC)c3)nn2c1C (stereo not given)	28	-6
CCC(ONc1ccccc1C(F)(F)F)(C(=O)NN(C)C)c1ccccc1 (stereo not given)	11	-5
Cn1c(=O)c2cc(NC(=S)NC3CC3)ccc2n1Cc1ccc(F)cc1	7	-7
O=S(=O)(Cc1ccccc1)c1ccccc1-c1nnc(-c2ccccc2)o1	10	-2
CCOc1cc2c(cc1OCC)C(C(=O)O)C(c1cc(OC)c(OC)c(OC)c1)N(C)C2=O (stereo not given)	8	-9
COc1ccc(NC(=O)Cn2nc(C)c([N+](=O)[O-])c2C)cn1	3	7
CCOC(=O)N(C)c1c(CC)nc2c(OCc3ccc(F)cc3)cccn12	-17	-5
Cc1ccc(-c2nc3c(=O)n(C)c4ccccc4c3o2)cc1	-8	7
NS(=O)(=O)c1ccc(CNC(=O)C2CCCN2C(=O)c2cccs2)cc1 (stereo not given)	-6	3
SMILES	TAG inh	TAG inh DAPI viability
O=C(NC1CCS(=O)(=O)C1)N1CCCCC1 (stereo not given)	-6	-1
C/C=N\NC(=O)CNC(=O)CNC(=O)c1ccccc1	-8	4
O=C(Nc1ccccc1)NC1(C(=O)NCc2ccco2)CCCCC1	-3	8
CC1CCN(CCCNC(=O)c2n[nH]c(=O)c3ccccc23)CC1	13	-4
COc1ccccc1Nc1nc(-c2sc(NC(=O)C(C)(C)C)nc2C)cs1	21	-13
COc1ccnc(Oc2ccc(F)cc2)c1C(=O)N/C=N/OCc1cccc(F)c1	-9	7
COc1c(Br)cc(Br)cc1/C=C1/C(=O)N=C(N)N1C	-1	1
COc1ccccc1/C=C/C(=O)NNC(=O)c1cc(C)oc1C	-10	0
CC1(C(=O)NCc2cccnc2)CCC(=O)N1Cc1cccs1 (stereo not given)	-11	1
Fc1ccc(N2CCN(Cc3ccccn3)CC2)cc1	-14	9
COCc1cc(C)nc2sc(C(=O)Nc3ccccc3C)c(N)c12	-6	11
Cc1ccc(OCCC(=O)OCC(=O)NC2CCCCC2)cc1	-3	-1
Cc1cc2c(cc(C(=O)N3CCC(C(=O)NC4CCCC4)CC3)n2Cc2c(F)cccc2Cl)o1	13	-5
OC[C@@H](O)[C@H](O)C(/C=N/Nc1ccccc1)=N\Nc1ccccc1	8	-9
C[C@@H]1CN[C@H](CCO)/C1=C\c1ccccc1	-5	8
COc1ccccc1NC(=O)CN1CCCCC1	2	0
CC(C)Cn1c(N)c(C(=O)COC(=O)c2c(O)c(Cl)cc(Cl)c2Cl)c(=O)n(C)c1=O	-1	2
COc1cc(C(=O)Nc2nnc(CC(C)(C)C)s2)c([N+](=O)[O-])cc1OC	10	-8
O=C(CSc1nnc(C2COc3ccccc3O2)o1)Nc1ccc(F)cc1Cl (stereo not given)	-1	8
Cc1cc(C(=O)NNC(=O)c2ccccc2[N+](=O)[O-])c(C)o1	8	-3
CN(CC#CC(O)(c1ccccc1)c1ccccc1)C(C)(C)C	-1	-1

As a short view, part of the list above:
SMILES	TAG inh	TAG inh DAPI viability
NS(=O)(=O)c1ccc(CNC(=O)C2CCCN2C(=O)c2cccs2)cc1 (stereo not given)	-6	3
O=C(NC1CCS(=O)(=O)C1)N1CCCCC1 (stereo not given)	-6	-1
C/C=N\NC(=O)CNC(=O)CNC(=O)c1ccccc1	-8	4
O=C(Nc1ccccc1)NC1(C(=O)NCc2ccco2)CCCCC1	-3	8
CC1CCN(CCCNC(=O)c2n[nH]c(=O)c3ccccc23)CC1	13	-4
COc1ccccc1Nc1nc(-c2sc(NC(=O)C(C)(C)C)nc2C)cs1	21	-13
COc1ccnc(Oc2ccc(F)cc2)c1C(=O)N/C=N/OCc1cccc(F)c1	-9	7
COc1c(Br)cc(Br)cc1/C=C1/C(=O)N=C(N)N1C	-1	1
COc1ccccc1/C=C/C(=O)NNC(=O)c1cc(C)oc1C	-10	0
CC1(C(=O)NCc2cccnc2)CCC(=O)N1Cc1cccs1 (stereo not given)	-11	1
Fc1ccc(N2CCN(Cc3ccccn3)CC2)cc1	-14	9
COCc1cc(C)nc2sc(C(=O)Nc3ccccc3C)c(N)c12	-6	11
Cc1ccc(OCCC(=O)OCC(=O)NC2CCCCC2)cc1	-3	-1
Cc1cc2c(cc(C(=O)N3CCC(C(=O)NC4CCCC4)CC3)n2Cc2c(F)cccc2Cl)o1	13	-5
OC[C@@H](O)[C@H](O)C(/C=N/Nc1ccccc1)=N\Nc1ccccc1	8	-9
C[C@@H]1CN[C@H](CCO)/C1=C\c1ccccc1	-5	8
COc1ccccc1NC(=O)CN1CCCCC1	2	0
CC(C)Cn1c(N)c(C(=O)COC(=O)c2c(O)c(Cl)cc(Cl)c2Cl)c(=O)n(C)c1=O	-1	2
COc1cc(C(=O)Nc2nnc(CC(C)(C)C)s2)c([N+](=O)[O-])cc1OC	10	-8
O=C(CSc1nnc(C2COc3ccccc3O2)o1)Nc1ccc(F)cc1Cl (stereo not given)	-1	8
